TRPC4 inh: TRPC4 (mouse) channel inhibition. B-score at 10 µM. HEK293 TRPC4beta/mu-opioid, DAMGO-evoked Fluo4 calcium flux; hits give low values. 300,000 tested, 0.39% active. Q9QUQ5. AID 2247;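 active means B-score over 3 SD under the library average, no early fluorescence shift, positive overall ratio signal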
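test system = HEK293 cells with stable TRPC4beta plus mu-opioid receptor expression | detection = Fluo4 Ca2+ flux fluorescence | read-out = integrated fluorescence ratio relative to baseline, converted to per-well B score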
RGS4 inh: human RGS4 inhibition; HEK293 M3R/RGS4 inducible, Fluo-4 calcium flux; hits give high values; triggered by carbachol at its EC20; B-score at 10 µM; P49798; 310,000 tested, 0.45% active;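 active means B-score, a plate-corrected calcium signal, over three deviations above library mean, with baseline fluorescence within five deviations of library mean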;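 further: RGS4 expression induced by doxycycline in cells with stable M3 receptor; B-score is computed from the integrated fluorescence ratio over baseline after carbachol; higher B-score means a larger calcium signal and so more RGS4 inhibition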
Target sequence (P49798 whole entry, looked up): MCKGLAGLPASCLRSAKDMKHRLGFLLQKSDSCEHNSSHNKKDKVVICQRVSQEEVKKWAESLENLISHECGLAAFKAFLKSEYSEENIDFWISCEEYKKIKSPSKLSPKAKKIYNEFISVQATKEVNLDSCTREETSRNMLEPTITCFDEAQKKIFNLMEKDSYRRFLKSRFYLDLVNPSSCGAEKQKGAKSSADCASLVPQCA
MrgX1 allo act: allosterically activates human MrgX1 receptor signaling; Q96LB2; MrgX1-HEK293, Fluo-4 calcium flux, FDSS; hits give high values; B-score at 10 µM; 310,000 tested, 0.63% active; AID 588675;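 active means plate-corrected calcium response at least 3 library SD above typical, normal starting fluorescence, not activating the receptor alone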;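 further: compound read alongside a low EC10 to EC30 dose of BAM8-22 agonist; peak minus trough fluorescence over baseline measured at the second addition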
Target sequence (Q96LB2 whole entry, looked up): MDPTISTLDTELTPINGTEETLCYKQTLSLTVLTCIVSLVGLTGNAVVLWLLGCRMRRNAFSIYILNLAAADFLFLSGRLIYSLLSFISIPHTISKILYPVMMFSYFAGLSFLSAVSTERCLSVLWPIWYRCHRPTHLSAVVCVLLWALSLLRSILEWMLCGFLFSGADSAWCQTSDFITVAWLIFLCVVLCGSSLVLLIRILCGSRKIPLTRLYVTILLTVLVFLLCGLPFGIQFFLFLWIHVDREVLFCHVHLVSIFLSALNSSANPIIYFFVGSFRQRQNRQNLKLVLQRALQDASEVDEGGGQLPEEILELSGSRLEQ
MrgX1 antag: blocks BAM8-22 activation of human MrgX1 receptor. B-score at 10 µM. MRGX1-HEK293 calcium flux, Fluo-4, BAM8-22 antagonism; hits give low values. AID 588676. 310,000 tested, 1.3% active;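 active means calcium-response B-score plate-corrected more than 3 library SD below zero, starting fluorescence within 5 deviations, no agonist response on first addition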;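 further: peak minus trough fluorescence over baseline after final BAM8-22 challenge near maximal dose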
TRPC6 act: activators of mouse TRPC6 channel | B-score at 10 µM | HEK293-TRPC6 membrane potential dye fluorescence; hits give high values | 310,000 tested, 0.13% active | Q61143 | AID 2550;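 active means B-score of the integrated fluorescence ratio above library mean plus 3 SD, and starting fluorescence ratio within library mean plus 5 SD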;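 further: higher score means more depolarization so channel activation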
SKKanGAS inh: inhibitors of SKKanGAS S. pyogenes growth in kanamycin (SK-promoter or general growth effect); BacTiter-Glo, 6 h; 300,000 tested, 1.3% active; inhibition, % at 7.5 µM;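 active means mean replicate score, as percent of positive control median, at least 50; inconclusive means mean below 50 but one replicate at or above 50; inactive means mean and every replicate below 50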;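 further: strain carries kanamycin resistance gene driven by streptokinase promoter and grows in 40 µg/ml kanamycin; loss of luminescence reflects streptokinase promoter inhibition or plain growth inhibition; 0% = median of DMSO wells and 100% = positive control at its reference dose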
RGS4 act: RGS4 potentiation or activation. AID 463111. HEK293 M3R/inducible RGS4, carbachol calcium flux Fluo4; hits give low values. B-score at 10 µM. 310,000 tested, 0.92% active;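 active means B-score of the integrated calcium signal more than 4 SD below the library mean, with starting fluorescence not abnormally high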;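 further: negative B-score means reduced calcium response which marks RGS4 activation or potentiation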
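test system = HEK293 cells with stable M3R and inducible RGS4 | schedule = recording 10 s baseline at 1 Hz, 100 s post-agonist | technique = Fluo4-AM (2 µM) calcium-flux fluorescence, kinetic read | measure = Agonist-evoked peak-minus-minimum fluorescence over baseline, integrated ratio, B score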
TRPC6 inhibitor: mouse TRPC6 channel inhibition; HEK293-TRPC6, membrane potential dye, ACh-evoked depolarization; hits give low values; B-score at 10 µM; 310,000 tested, 1.1% active; AID 2553; Q61143;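 active means B-score under library mean minus 3 SD, initial fluorescence not abnormally high, positive integrated signal ratio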;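 further: B-score derived from integrated fluorescence ratio over the kinetic read; more negative B-score means stronger inhibition of depolarization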
HIF activator: HIF pathway transcriptional activation. U2OS HRE-luciferase reporter, luminescence; normalized: DMSO 0%, desferrioxamine 100%. 300,000 tested, 0.32% active. AID 1910. activation, % at 7.5 µM (by protocol);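 active means mean activation of at least 10% of the iron chelator positive control signal, with at least half of replicates also reaching 10%; inconclusive means mean and replicate majority disagree about reaching 10%; inactive means mean and most replicates under 10%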
MrgX1 ag: human MrgX1 receptor agonism, primary screen; AID 588627; MrgX1-HEK293 cells, Fluo-4 calcium fluorescence, agonist mode; hits give high values; B-score at 10 µM; 310,000 tested, 0.44% active; Q96LB2;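 active means calcium response B-score plate-corrected fluorescence ratio at least 3 library SD, with starting fluorescence B-score inside 5 SD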
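System: HEK293 cells stably expressing human MrgX1 receptor; Dosing: test compound in the initial addition of three; Schedule: overnight plating, then 30 min 37 °C plus 30 min room-temperature dye loading; Detection: kinetic calcium dye fluorescence, Fluo-4 NW; Controls: per-plate positive and negative controls for Z′ factor.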
Platelet DG rel: modulates dense granule release in human platelets | inhibition, %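 (compounds screened at 7.5 µM in platelet-rich plasma)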 | 300,000 tested, 0.22% active | AID 1663 | human platelet-rich plasma, SFLLRN dense granule ATP release, luminescence;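 active means mean replicate score, as percent of positive control, at or above 50; inconclusive means mean below 50 but at least one replicate at or above 50; inactive means mean and every replicate below 50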
An asterisk follows results filed as active; i = inactive; ? = inconclusive.

SMILES | TRPC4 inh | RGS4 inh | MrgX1 allo act | MrgX1 antag | TRPC6 act | SKKanGAS inh | RGS4 act | TRPC6 inhibitor | HIF activator | MrgX1 ag | Platelet DG rel
CCc1ccc(NC(=S)N(CCN2CCOCC2)Cc2ccccc2F)cc1 | i | i | i | i | i | -5.6 | i | i | 0.1 | i | 22.2
Nc1c(C(=O)Nc2ccc(Cl)c(C(=O)O)c2)sc2nc3c(cc12)CCCC3 | i | i | i | i | i | 2.4 | i | i | 0.0 | i | 7.2
CC1=CC(C)(C)[N+](C)=CN1c1ccccc1 | i | i | i | i | i | -5.2 | i | i | -0.6 | i | -12.7
CCOC(=O)C1CSC(CC(=O)Nc2ccc(Cl)cc2)C(=O)N1 (stereo not drawn) | i | i | i | i | i | 8.9 | i | i | 0.6 | i | -3.5
Cc1nn(-c2ccccc2)c(/N=C/c2ccccc2O)c1-c1ccccc1 | i | i | i | i | i | -7.2 | i | i | 2.1 | i | -6.6
Nc1cccc(-n2cccc2)c1 | i | i | i | i | i | -17.0 | i | i | -0.8 | i | -1.7
Cc1nn(CC(=O)O)c(C)c1Cl | i | i | i | i | i | -0.9 | i | -11.5* | -0.2 | i | 0.8
C=CCNC(=O)NC(=O)COC(=O)CC(NC(N)=O)c1ccc(Cl)cc1 (stereo not drawn) | i | i | i | i | i | 5.9 | i | i | 0.0 | i | 8.1
COc1cc(C)c(NC(=S)Nc2ccc(Cl)c(Cl)c2)cc1OC | i | i | i | -5.28* | i | 4.3 | i | i | 0.0 | i | -11.8
O=C1c2ccccc2NC(c2cccc(F)c2)N1Cc1ccco1 (stereo not drawn) | i | i | i | i | i | -5.9 | i | i | -0.1 | i | 5.2
COc1ccccc1CC(=O)Nc1ccc(S(=O)(=O)N2CCN(C)CC2)cc1 | i | i | i | i | i | 9.1 | i | i | -0.1 | i | -11.4
COC(=O)c1ccccc1NC(=O)c1cccc(COc2ccccc2Cl)c1 | i | i | i | i | i | -10.6 | i | i | 5.4 | i | -0.1
O=C(Cc1ccc2c(c1)OCCO2)N1CCN(c2ccccc2)CC1 | i | i | i | i | i | -3.9 | i | i | 0.2 | i | -28.6
Cc1nc2ccccn2c1C(=O)NCc1ccc2c(c1)OCO2 | i | i | i | i | i | 1.8 | i | i | 2.1 | i | 6.9
CCCn1c(CN2CCCCC2C)nc2c1c(=O)n(C)c(=O)n2C (stereo not drawn) | i | i | i | i | i | -0.8 | i | i | -0.2 | i | 1.5
CCOc1ccc2c(c1)-c1c(ssc1=S)C(C)(C)N2C(=O)CSC1=NCCS1 | i | i | i | i | i | 3.7 | i | i | 0.2 | i | -40.4
COc1ccccc1N1CCN(C(=O)C2CCCN(S(=O)(=O)c3ccc4c(c3)oc(=O)n4C)C2)CC1 (stereo not drawn) | i | i | i | i | i | -1.6 | i | i | 0.3 | i | -8.4
CCc1cccc(CC)c1NC(=S)NCCc1c(C)[nH]c2ccc(C)cc12 | i | i | i | i | i | 10.1 | i | i | -0.2 | i | -45.5
Nn1c(SCC(=O)NCCN2C(=O)CSC2=O)nnc1-c1ccc(OC(F)F)cc1 | i | i | i | i | i | 8.4 | i | i | 0.5 | i | -0.5
Cc1cccc(CSc2nc3[nH]ncc3c(=O)[nH]2)c1 | i | i | i | i | i | 8.3 | i | i | 0.1 | i | 0.5
O=C(CN1CCC(NC(=O)c2ccco2)CC1)Nc1ccccc1[N+](=O)[O-] | i | i | i | i | i | 1.8 | i | i | 0.1 | i | -5.8
O=C(CC(=O)N1CCN(c2ccccn2)CC1)Nc1ccc2nc3n(c(=O)c2c1)CCCCC3 | i | i | i | i | i | -3.8 | i | i | -0.2 | i | -6.4
COc1ccc(N)cc1-n1c(C)ccc1C | i | i | i | i | i | -10.3 | i | i | -0.5 | i | -17.5
Cc1cc(NC(=O)CSc2n[nH]c(=O)[nH]c2=O)ccc1Br | i | i | i | i | i | 0.4 | i | i | 0.1 | i | 2.7
O=C(COc1coc(CN2CCc3ccccc32)cc1=O)Nc1cccc(F)c1 | i | i | i | i | i | -12.2 | i | i | 2.0 | i | -3.4
Cc1ccnc(NC(c2cccnc2)c2ccc3cccnc3c2O)c1 (stereo not drawn) | i | i | i | i | i | ? | i | i | 11.2* | i | -11.1
Cc1c(C)c2ccc(OCC(=O)NCCCn3ccnc3)cc2oc1=O | i | i | i | i | i | 1.1 | i | i | 0.5 | i | -4.6
O=C1/C(=C/c2ccccn2)SC(=S)N1NS(=O)(=O)c1ccccc1 | i | i | 8.94* | -5.32* | i | 5.1 | i | i | -0.6 | i | 6.6
COc1ccc(CCNC(=O)c2cnc3ccccc3n2)cc1 | i | i | i | i | i | -1.2 | i | i | 1.5 | i | -16.6
CSc1nc(C)c(CCOC(=O)c2ccccc2)c(=O)[nH]1 | i | i | i | i | i | -2.5 | i | i | 0.0 | i | -0.2
COc1ccc(S(=O)(=O)Nc2noc3ccccc23)cc1 | i | i | i | i | i | 4.4 | i | -6.69* | -0.1 | i | -4.5
Cn1c(CNC(=O)C2CCCCC2)cc2ccccc21 | i | i | i | i | i | -1.4 | i | i | -1.4 | i | -1.4
Cc1cc(S(=O)(=O)NCC(C)C)ccc1OCC(=O)NCc1ccccn1 | i | i | i | i | i | -9.2 | i | i | -0.1 | i | -2.9
O=C(c1cccc(COc2ccc(Cl)cc2Cl)c1)N1CCN(c2ccccn2)CC1 | i | i | i | i | i | 53.1* | -7.88* | i | 1.4 | i | -4.6
Cc1ccccc1-n1nnnc1-c1ccccc1 | i | i | i | i | i | 0.2 | i | i | -1.4 | i | -1.0
Cc1ccc(OCCn2c(=O)sc3ccccc32)cc1 | i | i | i | i | i | -4.8 | i | i | 2.7 | i | -5.7
COc1cc(C2C(C(C)=O)=C(O)C(=O)N2Cc2ccccc2)ccc1O (stereo not drawn) | i | i | i | i | i | -4.8 | i | i | -0.4 | i | 2.4
CC(=O)C1=C(O)C(=O)N(CC(=O)O)C1c1ccccc1Cl (stereo not drawn) | i | i | i | i | i | -0.9 | i | i | -0.2 | i | -2.1
Cc1cc(C)nc(NS(=O)(=O)c2ccc(NC(=O)c3cccs3)cc2)n1 | i | i | i | i | i | 1.1 | i | i | -0.2 | i | -2.9
Cc1ccc(S(=O)(=O)N2CCN(C(=O)CCC(=O)N3CCc4ccccc43)CC2)cc1 | i | i | i | i | i | 18.6 | i | i | 0.2 | i | -7.0
O=C(NN/C(=N/S(=O)(=O)c1ccc(Cl)cc1)c1ccccc1)c1cccc(Cl)c1 | i | i | i | i | i | 7.9 | i | i | 1.7 | i | -33.4
Oc1ccccc1-c1nc2cnccn2c1Nc1ccc2c(c1)OCCO2 | i | i | i | i | i | -3.8 | i | i | 0.1 | i | -0.1
Cc1ccc(NCc2ccc(O)c3ncccc23)cc1 | i | i | i | i | i | 11.6 | i | i | -0.2 | i | -0.6
Cc1cc(CNC(=O)CC2C(=O)NCCN2CC(c2ccccc2)c2ccccc2)on1 (stereo not drawn) | i | i | i | i | i | 4.7 | i | i | -0.2 | i | -2.2
O=c1cc(O)n(-c2ccccc2F)c(=S)[nH]1 | i | i | i | i | i | -2.3 | i | i | 0.0 | i | -4.4
C/C(=N/Nc1ccc([N+](=O)[O-])cc1)c1c[nH]c2ccccc12 | i | i | i | -4.89* | i | 19.0 | i | i | -11.9 | i | 1.0
O=C(OC(C(=O)Nc1ccc(Cl)c(C(F)(F)F)c1)c1ccccc1)C1=COCCO1 (stereo not drawn) | i | i | i | i | i | 22.6 | i | i | -0.2 | i | 12.4
CCOc1ccc2nc(SCC(=O)Nc3ccc4c(c3)OCO4)sc2c1 | i | i | i | i | i | -13.8 | i | i | -0.1 | i | 4.1
Cc1n[nH]c(=O)n1-c1ccc(C(C)C)cc1 | i | i | i | i | i | 1.5 | i | i | 0.0 | i | 1.9
O=c1c2ccccc2nc(-c2ccccc2)n1O | i | i | i | i | i | -8.5 | i | i | -0.1 | i | 21.6
CC(C)(C)C(=O)CC1(O)C(=O)N(Cc2ccc(Cl)cc2)c2ccccc21 (stereo not drawn) | i | i | i | i | i | 7.9 | i | i | 0.1 | i | -2.3
O=C(NCC1COc2ccccc2O1)c1cccs1 (stereo not drawn) | i | i | i | i | i | -9.2 | i | i | 1.0 | i | -5.1
COC(=O)c1ccc(NC(=O)c2ccc3c(c2)C(=O)N(Cc2cccnc2)C3=O)cc1 | i | i | i | i | i | 9.9 | i | i | -0.7 | i | 14.0
COc1ccc(-c2cc(C#N)nc(NN)n2)cc1 | i | i | i | i | i | 1.8 | i | i | -0.4 | i | 19.8
CCc1noc(C)c1C(=O)Nc1ccccc1N1CCOCC1 | i | i | i | i | i | -4.7 | i | i | -0.1 | i | 9.2
O=C(O)c1ccc(/C=C2\SC(=S)N(NC(=O)c3ccccc3)C2=O)cc1 | i | i | i | i | i | -1.3 | i | i | -0.7 | i | 2.5
CCCCN(C)Cc1c(C(=O)N2CCc3ccccc3C2)nc2ccc(Cl)cn12 | i | i | i | i | i | -4.6 | i | i | -0.2 | i | -2.6
Cc1c(NC(=O)C2(c3ccc(Cl)cc3)CCCC2)c(=O)n(-c2ccccc2)n1C | i | i | i | i | i | -6.8 | i | -6.61* | -0.2 | i | 11.9
COc1ccc(C(C)=O)cc1CN1C(=O)NC2(CCCCCCC2)C1=O | i | i | i | i | i | -8.3 | i | i | -0.3 | i | 1.8
CCc1cc(C(=O)Nc2cc(Cl)ccc2N2CCN(C)CC2)sc1C | i | i | i | i | i | -1.6 | i | i | 0.4 | i | 25.5
Cc1ccccc1OCCn1c(=S)[nH]c2ccccc21 | i | i | i | i | i | 6.5 | i | i | -0.5 | i | -1.2
COCCCNCCCCOc1c(Cl)cc(C)cc1Br | i | i | i | i | i | -0.9 | i | i | -0.2 | i | -9.9
O=C(CCNC(=O)C1CCN(S(=O)(=O)c2ccc(F)cc2)CC1)NCc1ccccc1Cl | i | i | i | i | i | -0.8 | i | i | -0.7 | i | 6.8

Screening data as filed in PubChem BioAssay.

An unsorted share of the library; any-hit rate near 6.1%.
